BLM inh: Bloom syndrome helicase (human) inhibition | P54132 | recombinant BLM DNA unwinding, fluorescence dequenching | Potency, µM (top dose mostly 56.1 µM), without a hit: at the highest dose activity change, negative = inhibition, most hits filed as inhibitors | 350,000 tested, 0.2% active | AID 2528;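 note: plate controls were vehicle for no effect and no enzyme for full effect; nearly all actives have a fitted effect of over 35% in size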
POLB inh: inhibitors of human DNA polymerase beta | Pol beta primer extension/strand displacement, fluorescence kinetic | P06746 | Potency, µM (series often up to 114 µM), inactives show top-dose activity change, negative = inhibition, usual class: inhibitors | 340,000 tested, 1.3% active; note: % is set by controls: 0 for no effect and ±100 for the full control effect
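Curves were derived by four-parameter Hill fits of normalized qHTS data. The kinetic fluorescent primer-extension read was taken at 0 and 10 min after 50 nM substrate, following a 15 min room-temperature preincubation of 10 nM enzyme with compounds.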
APEX1 inh: blocks human APE1 abasic DNA cleavage. P27695. recombinant APE1, TAMRA/BHQ-2 abasic DNA cleavage fluorescence. Potency, µM (highest dose often 65.8 µM), for inactives: top-dose activity change, negative = inhibition, actives largely listed as inhibitors. 350,000 tested, 0.35% active. AID 2517;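 note: plate controls were vehicle for no effect and reference inhibitor for full effect; nearly all actives have a fitted effect of over 55% in size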
Target sequence (P27695 whole entry, looked up): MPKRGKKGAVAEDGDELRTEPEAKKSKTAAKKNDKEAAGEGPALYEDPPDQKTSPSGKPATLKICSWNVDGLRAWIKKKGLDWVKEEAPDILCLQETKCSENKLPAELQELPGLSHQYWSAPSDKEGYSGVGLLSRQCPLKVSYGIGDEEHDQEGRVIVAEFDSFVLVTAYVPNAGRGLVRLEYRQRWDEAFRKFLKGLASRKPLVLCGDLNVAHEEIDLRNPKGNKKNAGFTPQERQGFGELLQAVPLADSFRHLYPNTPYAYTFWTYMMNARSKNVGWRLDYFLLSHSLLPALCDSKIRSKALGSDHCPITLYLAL
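Compound pre-exposure to 0.75 nM APE1, 15 min at ambient temperature. Reaction initiated with 50 nM TAMRA/BHQ-2 THF substrate, read immediately in kinetic mode, 525 nm excitation, 598 nm emission.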
BAZ2B block: inhibitors of human BAZ2B bromodomain | Q9UIF8 | 360,000 tested, 4.4% active | Potency, µM (titrated, usually from 114 µM), inactives show at the top dose activity change, negative = inhibition, usual class: inhibitors | AlphaScreen BAZ2B-H3K14Ac peptide displacement; note: % is set by controls: 0 for no effect and ±100 for the full control effect; nearly all actives have a fitted effect of over 60% in size
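Protein-peptide AlphaScreen: BAZ2B 50 nM, b-H3K14Ac 50 nM, 1x PBS pH 7.4 + 0.01% Tween-20. Preincubation 30 min RT; cpd 30 min RT (top 110 uM); beads 20 min RT, light-protected.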
POLH inh: DNA polymerase eta (human) inhibition. Q9Y253. recombinant Pol eta, fluorescent DNA replication assay. Potency, µM (top dose mostly 114 µM), inactives show at the top dose activity change, negative = inhibition, most hits filed as inhibitors. 390,000 tested, 1.2% active. AID 588591; note: % is set by controls: 0 for no effect and ±100 for the full control effect
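Pol eta (10 nM) was preincubated with compounds for 15 min at room temperature, after which fluorescent replication substrate (50 nM final) was added to start the reaction. Fluorescence was read kinetically at 0 and 10 min.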
JMJD2A Tudor: JMJD2A Tudor domain (human) inhibition; 390,000 tested, 4.4% active; Potency, µM (doses to about 114 µM), without a hit: top-dose activity change, negative = inhibition, hits mostly inhibitors; AlphaScreen JMJD2A-Tudor / H3K4me3 peptide binding; O75164; AID 504339; note: % is set by controls: 0 for no effect and ±100 for the full control effect; nearly all actives have a fitted effect of over 50% in size
Pol kappa inh: DNA polymerase kappa (human) inhibition | Q9UBT6 | purified Pol kappa, fluorescent DNA synthesis assay, 10 min | Potency, µM (titrated, usually from 107 µM), inactives show at the highest dose activity, negative = inhibition, actives largely listed as inhibitors | 400,000 tested, 0.53% active | AID 588579; note: % is set by controls: 0 for no effect and ±100 for the full control effect
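Kinetic fluorescence readout at 0 and 10 min followed reaction start with substrate at 50 nM final. Beforehand, enzyme (10 nM Pol kappa) stood 15 min with compound at room temperature; buffer-only wells were negative controls.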
G9a inh: G9a (human) methyltransferase inhibition; G9a H3K9 monomethylation, AlphaScreen, 2 h; Q96KQ7; 350,000 tested, 8.8% active; Potency, µM (doses to about 102 µM), without a hit: at the top dose activity, negative = inhibition, usual class: inhibitors; note: % is set by controls: 0 for no effect and ±100 for the full control effect; nearly all actives have a fitted effect of over 75% in size
Target sequence (Q96KQ7 913-1193 limits assumed): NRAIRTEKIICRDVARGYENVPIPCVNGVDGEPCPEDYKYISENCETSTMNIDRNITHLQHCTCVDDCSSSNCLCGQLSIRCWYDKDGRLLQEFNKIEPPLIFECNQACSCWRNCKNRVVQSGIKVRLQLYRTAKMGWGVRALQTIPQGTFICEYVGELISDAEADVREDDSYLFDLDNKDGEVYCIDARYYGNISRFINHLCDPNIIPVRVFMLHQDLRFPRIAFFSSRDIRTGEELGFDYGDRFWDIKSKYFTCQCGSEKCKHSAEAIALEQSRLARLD
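G9a (20 nM) preincubated 15 min RT with compounds, then 500 nM biotinylated H3K9 peptide and 20 uM SAM added; 2 h RT reaction. Monomethyl-H3K9 product detected by AlphaScreen with anti-H3K9me1 antibody, streptavidin donor and anti-rabbit IgG acceptor beads.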
Pol iota inh: blocks human DNA polymerase iota activity; Potency, µM (series often up to 115 µM), for the others: at the highest dose activity, negative = inhibition, hits mostly inhibitors; AID 588590; 390,000 tested, 1% active; Pol iota fluorescent replication assay, 10 min
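Pol iota at 10 nM preincubated 15 min with compounds at room temperature; reaction started with fluorescent substrate, 50 nM final. Fluorescence read kinetically at 0 and 10 min; buffer-only wells as negative control.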
* marks the source's active call; other numbers are inactive results; ? = inconclusive; . = no result given; [ ] = remark or other dose. Calls come from the whole dose curve; as a rule, active = well fitted curve in the direction sought with a large enough effect; inconclusive = small, poorly fitted or top-dose-only effect, or another doubt; inactive = no such curve, though single readings can be large; an effect the other way counts as inactive or inconclusive. Potency is the fitted concentration of half-maximal effect. The list is partial; rates above refer to the full screens.

SMILES	BLM inh	POLB inh	APEX1 inh	BAZ2B block	POLH inh	JMJD2A Tudor	Pol kappa inh	G9a inh	Pol iota inh
COc1cc([N+](=O)[O-])ccc1NC(=O)c1nc2ccccc2n(C)c1=O	-5%	1%	.	-2%	-23%	0%	-34%	-4%[59 µM]	23%
Cc1ccccc1Cn1nc(C)c(NC(=O)c2noc3c2CCCC3)c1C	-6%	2%	8%	-4%	-7%	-7%	-8%	?	-22%
O=C(NCc1cccnc1)C(=O)NCC1OCCN1S(=O)(=O)c1ccc(Cl)cc1 (stereo not given)	-4%	-1%	0%	-6%	-1%	-14%	-8%	-2%	5%
COc1ccc(C(CNC(=O)c2ccc(NS(=O)(=O)c3cccc([N+](=O)[O-])c3)cc2)N2CCOCC2)cc1 (stereo not given)	0%	9%	-11%	-1%	-15%	-27%	-1%	.	19%
Cc1ccc(CNC(=O)CSc2nccn(-c3ccc(C)c(F)c3)c2=O)cc1	.	.	35%	-4%	-1%	-10%	-4%	-1%[0.501 µM]	?
CN(C)CCOc1cc(Cl)cc(Cl)c1	0%	-19%	-3%	1%	-9%	2%	0%[60.1 µM]	4%	21%
CCn1c(SCC(=O)Nc2ccc3c(c2)OCCO3)nc2c(c1=O)SC(C)C2 (stereo not given)	-3%	?	20%	3%	-6%	-34%	-7%	19%	28%
CC(C)(C)OC(=O)C[C@@H]1C/C=C\C[C@H](CC(=O)NCCO)C(=O)N2CCC[C@H]2COC1=O	.	.	6.7µM*	.	9%	?	-17%	.	?
CCOC(=O)C1CCCN(Cc2cc(=O)oc3cc(C)c(C(C)C)cc23)C1 (stereo not given)	-3%	9%	-3%	28%	6%	18%	-12%	17%	66%[activator]
COc1ccc(NC(=O)CC2C(=O)N(c3ccc(F)cc3)C(=S)N2NC(=O)c2ccc(Cl)cc2)cc1 (stereo not given)	-3%	?	-4%	-5%	-9%	-7%	-12%	-3%[59 µM]	18%
CCCCn1c(N)c(N(CC)C(=O)C(c2ccccc2)c2ccccc2)c(=O)[nH]c1=O	-3%	-2%	-2%	2%	-20%	-8%	-7%	8%	22%
COc1cccc(N2C(=O)C(CC(=O)Nc3ccccc3)N(C3CCCCC3)C2=O)c1 (stereo not given)	-3%	0%	-6%	-18%	-18%	-13%	-11%	-1%	8%
O=C(O)COc1ccccc1-c1ccccc1	-1%	34%	3%	-1%	-15%	-2%	7%	-1%	31%[activator]
Cc1ccc(-c2nnc(SCC(=O)NNC(=O)COc3cccc4ccccc34)n2C)cc1	2%	37%	4%	-4%	.	.	.	?	.
O=C(CCCn1c(=S)[nH]c2ccccc2c1=O)NC1CCCC1	-3%	16%	-3%	0%	-1%	14%	-5%	-3%[59 µM]	4%
O=C(NNc1c(Cl)cccc1Cl)c1cccs1	-1%	-11%	7%	25%	-22%	?	-12%	11µM*	36%[activator]
CC(C)c1ccc(-c2cc(C(=O)N3N=C(C(F)F)CC3(O)C(F)F)c3ccccc3n2)cc1 (stereo not given)	-23%	-17%	2%	-5%	-24%	-36%	-18%	-32%[59 µM]	13%
COCCn1c(SCC(=O)NCc2ccc3c(c2)OCO3)nnc1C(C)C	0%	3%	-17%	7%	-13%	-15%	-27%	5%	128%[activator]
Cc1ccccc1Cn1nc(C)c(NC(=O)c2cc3nc(-c4ccco4)cc(C(F)(F)F)n3n2)c1C	-10%	2%	0%	-2%	?	-27%	-21%	?	-2%
Cc1cccc(N2C(=O)C3C(c4ccccc4)OC4(C(=O)c5ccccc5C4=O)C3C2=O)c1 (stereo not given)	-3%	44%[activator]	1%	53%[activator]	-12%	-16%	-9%	-13%[59 µM]	13%
COc1ccc(/C=C/C(=O)Nc2ccc(C)cc2)cc1S(=O)(=O)N1CCOCC1	-3%	-2%	0%	-28%	-9%	-11%	-11%	6%	?
COc1ccccc1CN(C(=O)Cc1cccs1)C(C(=O)NC1CCCC1)c1ccncc1 (stereo not given)	-3%	8%	4%	-33%[57.1 µM]	0%	?	-15%	9%[0.501 µM]	-11%
CNc1nc(Oc2ccc(=O)[nH]n2)nc(N2CCOCC2)n1	-2%	1%	.	0%	11%	5%	4%	18%[59 µM]	-6%
Cc1ccc(C)c(N(CC(=O)NCc2ccco2)C(=O)CNS(=O)(=O)c2ccc(F)cc2)c1	-3%	-2%	60%[activator]	-3%	0%	-19%	-17%	-40%	19%
CCOC(=O)N1CCN(C(=O)c2ccc3c(c2)N=C(CC)c2cc(C)ccc2S3)CC1	-7%	-6%	83%[activator]	-2%	-9%	-28%	-18%	?	4%
Cn1cc(C(=O)NS(=O)(=O)Nc2ccc(Br)cn2)c2ccccc21	2%	21%	14%	-37%	-1%	-8%	-17%	?	52%[activator]
CCN(CC)C(=O)c1cccc(NC(=O)c2cc(C3CC3)nc3c2cnn3C(C)C)c1	.	.	16%	2%	-19%	-18%	-9%	?	-6%
COc1ccccc1/C=C\C=N\NC(=O)c1ccco1	-8%	2%	-2%	-21%	-22%	3%	-3%	?	64%[activator]
COC(=O)C1[C@H]2SC(C)(C)C(C(=O)OC)N2C(=O)N1Cc1nc2ccccc2s1 (stereo not given in full)	-1%	4%	48%[activator]	-11%[57.1 µM]	-15%	-27%	1%	?	7%
COc1cc(OC)c(C2=NOC(C(=O)Nc3ccc4c(c3)OCO4)C2)cc1Cl (stereo not given)	-6%	-1%	-4%	-31%	-23%	-29%	-20%	40µM*	210%[activator]
O=c1ccc(-c2nc3ccccc3n2Cc2ccc(Cl)cc2)c[nH]1	1%	42%	-7%	0%	-14%	-23%	-7%	1%[2.33 µM]	87%[activator]
NC(=O)C1=C(c2ccccc2)c2ccccc2C1=O	.	.	.	.	-2%	-13%	-5%	.	?
COC(=O)C1(CCSC)NC(c2ccc(O)cc2)C2C(=O)N(c3ccc(F)cc3)C(=O)C21 (stereo not given)	2%	11%	3%	12%	-11%	-4%	6%	.	49%[activator]
CC(CC(=O)NCc1cccnc1)c1ccccc1 (stereo not given)	6%	-15%	7%	8%	-6%	-10%	6%	-29%[59 µM]	-4%
CCCCN(C(=O)CSCC(=O)Nc1cccc(C)c1)c1c(N)n(Cc2ccccc2)c(=O)[nH]c1=O	.	.	10%	-2%	-10%	-16%	-1%	?	3%
CSCC[C@H](NC(=O)Nc1cccc(Br)c1)C(=O)O	-1%	2%	2%	-1%	-23%	7%	-6%	8%	41%[activator]
CCSc1ncnc2sc3c(c12)CCC3	-3%	-3%	7%	61%[activator]	-12%	66%[activator]	-3%	64%[activator]	21%
O=[N+]([O-])c1ccc(CN2CCCCCC2)s1	5%	-23%	-4%	40µM*	?	20µM*	-16%	10µM*	-2%
COC(=O)c1cccc(C(=O)Nc2ccc(F)cc2)n1	-1%	0%	-1%	1%[57.1 µM]	-8%	-3%	-8%	13%[59 µM]	-17%
COc1cccc(CNC(=O)c2cc3c(cc2Cl)N2CCCCCC2=NS3(=O)=O)c1	.	.	6%	10%	-24%	-9%	2%	11µM*	23%

One compound at a time (already shown):
`O=c1ccc(-c2nc3ccccc3n2Cc2ccc(Cl)cc2)c[nH]1` is entered as BLM inh: 1%; POLB inh: 42%; APEX1 inh: -7%; BAZ2B block: 0%; POLH inh: -14%; JMJD2A Tudor: -23%; Pol kappa inh: -7%; G9a inh: 1%[2.33 µM]; Pol iota inh: 87%[activator]
`NC(=O)C1=C(c2ccccc2)c2ccccc2C1=O` is entered as BLM inh: .; POLB inh: .; APEX1 inh: .; BAZ2B block: .; POLH inh: -2%; JMJD2A Tudor: -13%; Pol kappa inh: -5%; G9a inh: .; Pol iota inh: ?
`COc1cc(OC)c(C2=NOC(C(=O)Nc3ccc4c(c3)OCO4)C2)cc1Cl` (stereo not given) is entered as BLM inh: -6%; POLB inh: -1%; APEX1 inh: -4%; BAZ2B block: -31%; POLH inh: -23%; JMJD2A Tudor: -29%; Pol kappa inh: -20%; G9a inh: 40µM*; Pol iota inh: 210%[activator]

Single entries from the results shown:
POLH inh result of CCN(CC)C(=O)c1cccc(NC(=O)c2cc(C3CC3)nc3c2cnn3C(C)C)c1 reads -19%
APEX1 inh result of CC(CC(=O)NCc1cccnc1)c1ccccc1 (stereo not given) reads 7%

Following part.
SMILES	BLM inh	POLB inh	APEX1 inh	BAZ2B block	POLH inh	JMJD2A Tudor	Pol kappa inh	G9a inh	Pol iota inh
COc1ccc(S(=O)(=O)N(CC(=O)Nc2cc(C)on2)Cc2ccccc2)cc1	-3%	13%	-3%	3%	-4%	-16%	-24%	2%	21%
CC1CC(C)(C)NC(=S)N1CCC(=O)N1CCc2ccccc2C1 (stereo not given)	-4%	17%	-11%	-23%	10%	-4%	-17%	?	127%[activator]
Nc1nc2ccc(S(=O)(=O)c3ccc4nc(N)sc4c3)cc2s1	-5%	2%	0%	-2%	-6%	-21%	5%	?	-3%
CN(Cc1ccccc1)C(=O)CCC(=O)N(C)Cc1ccccc1	0%	23%	11%	4%	0%	-9%	-17%	?	?
CCS(=O)(=O)c1nc(S(=O)(=O)c2ccc(C)cc2)c(NCCCn2ccnc2)s1	-1%	1%	0%	-38%	-20%	-16%	-9%	.	26%
COc1ccc(/C=N/NC(=O)CNC(=O)c2ccc3c(c2)OCCO3)cc1OC	-14%	0%	0%	4%	-23%	2%	-8%	-7%	70%[activator]
COc1ccc(CNC(=O)c2c(O)nc3c(C)cccn3c2=O)cc1	-6%	1%	.	0%	-7%	1%	3%	-19%[59 µM]	-10%
Cc1ccccc1CN1CCNC(=O)C1CC(=O)O (stereo not given)	-3%	-15%	-1%	-2%	-12%	-8%	9%	14µM*	?
CC(C)N(CCC#N)C(=O)Nc1ccc2c(c1)CCO2	-1%	-2%	3%	-7%	-6%	-3%	-14%	-3%	-12%[58.9 µM]
CC1(C)CC(=O)C2=C(C1)OC1=C(C(=O)CC(C)(C)C1)C2c1ccccc1	-4%	24%	0%	-5%	-3%	4%	-9%	-1%	11%
CCc1ccc(NC(=O)C2CCN(c3ccc(Sc4ccc(C)cc4)nn3)CC2)cc1	-7%	3%	.	0%	-21%	1%	-9%	-2%[59 µM]	35%[activator]
O=C(NCCCc1ccccc1)c1nn(-c2ccccc2F)nc1CO	0%	16%	.	7%	-1%	-15%	-2%	-21%[59 µM]	-19%
